ABCB6 inh 2 – human ABCB6 transporter inhibition. K562-ABCB6 porphyrin accumulation, flow cytometry, 1 h; hits give low values. fluorescence ratio to DMSO, % at 10 µM. 360,000 tested, 0.19% active. AID 602162;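 active = fluorescence ratio to DMSO below 75%, the collection mean minus 3 SD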;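 also: signal is porphyrin accumulated inside mitochondria; 100% equals median channel fluorescence of DMSO control wells; lower ratio means ABCB6 inhibition with less porphyrin fluorescence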
Exocytosis inh – lytic granule exocytosis inhibition | TALL-104 LAMP-1 surface exposure, flow cytometry; cells stimulated with thapsigargin and PMA | inhibition, % at 10 µM | 360,000 tested, 0.66% active;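 active = inhibition above about 55%, limit read from the data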
HTR2A ag – mouse HTR2A agonism via beta-arrestin recruitment; P35363; CHO-K1 mHTR2A beta-arrestin complementation, luminescence; percent of 30 µM serotonin response; activation, % at 7.6 µM; 360,000 tested, 0.66% active;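 active = activation above a run cutoff, the mean activation of all tested compounds plus 3 SD, cut at about 14% in these data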;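 also: 0% = plate median of compound wells and 100% = 30 µM serotonin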
Target sequence (P35363 whole entry, looked up): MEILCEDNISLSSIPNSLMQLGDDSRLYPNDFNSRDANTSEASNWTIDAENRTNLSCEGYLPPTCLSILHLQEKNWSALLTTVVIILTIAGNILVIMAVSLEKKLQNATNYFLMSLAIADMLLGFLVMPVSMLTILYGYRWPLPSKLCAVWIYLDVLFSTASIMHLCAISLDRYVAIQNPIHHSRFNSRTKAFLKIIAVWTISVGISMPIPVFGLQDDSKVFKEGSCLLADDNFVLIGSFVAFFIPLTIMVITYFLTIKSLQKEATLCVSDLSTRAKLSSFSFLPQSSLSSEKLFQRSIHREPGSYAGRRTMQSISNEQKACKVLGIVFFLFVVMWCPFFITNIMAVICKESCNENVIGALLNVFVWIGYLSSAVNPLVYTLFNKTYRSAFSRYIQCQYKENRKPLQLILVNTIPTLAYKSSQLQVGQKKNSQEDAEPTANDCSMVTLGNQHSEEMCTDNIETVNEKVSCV
MC4R antagonist – blocks human MC4R cAMP signaling; P32245; MC4R-expressing cells, MTII-stimulated cAMP, LANCE TR-FRET; inhibition, % at 6.5 µM; 360,000 tested, 0.48% active; AID 540295;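 active = inhibition above its plate's cutoff, the mean of tested wells on that plate plus 3 SD, cut at about 29% in these data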;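 also: 0% = Melanotan II alone and 100% = Melanotan II plus saturating MCL0020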
Target sequence (P32245 whole entry, looked up): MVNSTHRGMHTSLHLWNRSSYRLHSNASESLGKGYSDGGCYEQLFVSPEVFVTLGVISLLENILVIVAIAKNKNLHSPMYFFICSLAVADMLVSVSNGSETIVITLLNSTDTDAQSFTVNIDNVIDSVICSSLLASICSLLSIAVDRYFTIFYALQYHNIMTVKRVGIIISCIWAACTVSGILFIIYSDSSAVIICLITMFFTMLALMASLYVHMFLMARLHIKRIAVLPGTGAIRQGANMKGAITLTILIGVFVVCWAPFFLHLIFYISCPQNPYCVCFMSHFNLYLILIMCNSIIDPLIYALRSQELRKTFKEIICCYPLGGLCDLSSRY
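Material – human MC4R-expressing U2OS cells · Repeats – no replicates · Detection – TR-FRET with Eu-cAMP and labeled anti-cAMP, 671 nm · Times – compound 30 min, challenge 1 h, detection 1 h · Compound – single nominal compound dose of 6.5 µM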
aDG glyco act – alpha-DG glycosylation activation; Pro5-aDG cells, alpha-DG glycosylation AlphaScreen (IIH6); 0% Pro5, 100% B10-LARGE cell signal; AID 624168; activation, % at 10 µM; 360,000 tested, 0.22% active;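 active = activation of at least 8% versus controls, or a plate z-score of at least 8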;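 also: Pro5 are CHO cells carrying HIG-tagged alpha-DG that lacks glycosylation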
ABHD5-PLIN5 inh – blocks binding of human ABHD5 to perilipin-5; Split G. princeps luciferase complementation, luminescence, 4 h; inhibition, % at 4 µM; 360,000 tested, 0.78% active;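 active = inhibition above the mean inhibition across every tested compound plus 3 SD, cut at about 22% in these data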;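 also: 0% = DMSO only wells and the 100% control is not disclosed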
Glyco luc inh – blocks N-linked glycosylation in D54 reporter cells; D54 ERlucT glycosylation luciferase reporter, 24 h; percent of 100 nM tunicamycin response; reporter increase, % at 12.5 µM; 360,000 tested, 0.23% active;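 active = mean luciferase reporter signal, scaled so untreated is 0 and the glycosylation-blocking control 100, at or above a set limit in every replicate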;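 also: luciferase carries N-glycosylation sites so blocking glycosylation raises the light; 0% = median of neutral control wells and 100% = median of 100 nM tunicamycin wells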
MC4R barr agon – human MC4R agonism via beta-arrestin. U2OS MC4R beta-arrestin complementation, luminescence; percent of melanotan II response, DMSO zero. P32245. 360,000 tested, 0.98% active. activation, % at 8.9 µM;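 active = activation above a per-plate cutoff, the mean activation of sample wells on that plate plus 3 SD, cut at about 8% in these data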
hiPSC survival – increases survival of single human iPS cells. hiPSC single-cell survival, ATPlite luminescence; 100% = ROCK inhibitor wells, 0% = DMSO. survival enhancement, % at 20 µM. 360,000 tested, 0.044% active. AID 602274; in the data active = survival enhancement above about 18%;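 also: cells exposed to compounds for 16 hours before the ATP read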
Cardio protect – protects H9c2 cardiomyocytes from peroxide injury | 360,000 tested, 0.63% active | protection from H2O2 cell death, % at 20 µM | H2O2 injury protection, ATPLite, 2 h | AID 588492;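 active = compounds giving at least 50% protection of heart cells from peroxide-induced death in the single-dose screen, raw or plate-pattern-corrected value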;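 also: 0% = DMSO wells with peroxide and 100% = DMSO wells without peroxide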
* hit, by the source's call; / = not tested or not shown.

#1 CCOC(=O)c1ccc(CC2S/C(=C(\C#N)C(C)=O)NC2=O)cc1 (stereo not drawn)
#2 O=c1/c(=C/c2ccco2)sc2n1CN(c1cccc(Br)c1)CN=2
#3 CNC(=S)N1N=C(c2cccs2)CC1c1ccc(F)cc1 (stereo not drawn)
#4 CC(=O)Nc1sc(C)c(C)c1C(=O)OCC(=O)NC(C)c1ccccc1 (stereo not drawn)
#5 O=C(Nc1ccc2c(c1)OCO2)C1CCN(S(=O)(=O)c2ccc3c(c2)OCCO3)CC1
#6 CSc1nnc(CCNC(=O)OC(C)(C)C)o1
#7 Cc1ccc2c(c1)N(CC(=O)NCCCN1CCCCC1C)C(=O)c1cccnc1O2 (stereo not drawn)
#8 CCOC(=O)c1cc2c(=O)n3ccccc3nc2n(Cc2ccco2)c1=NC(=O)c1cccnc1
#9 COc1ccc(OC)c(N=Nc2c(O)c3ccccc3[nH]c2=O)c1
#10 O=S(=O)(NC1c2cccc3cccc(c23)C1N1CCNCC1)c1ccccc1 (stereo not drawn)

Assay by compound,1,2,3,4,5,6,7,8,9,10
ABCB6 inh 2,107,106,99,97,99,104,98,91,101,98
Exocytosis inh,-4,1,-7,-4,6,-6,19,-2,-2,1
HTR2A ag,-3,1,-1,7,-2,1,6,4,-4,-3
MC4R antagonist,4,-11,-4,-1,-5,9,13,-1,6,-2
aDG glyco act,0.0,-0.2,-0.2,0.4,0.1,0.0,-0.1,0.2,-0.3,0.6
ABHD5-PLIN5 inh,-7,0,-4,-11,1,-3,-9,22,-2,8
Glyco luc inh,1,-1,2,5,1,-1,-2,-2,-1,2
MC4R barr agon,-2.1,-1.3,0.1,-2.3,1.1,-1.5,-0.9,-2.8,-1.9,1.4
hiPSC survival,3.5,-1.9,1.2,0.1,-0.9,-0.6,0.0,2.3,-2.4,-4.0
Cardio protect,-14,14,-2,-8,-6,6,3,85*,33,3

#11 CSc1nn2cc(CCN3CCOCC3)c(-c3ccc(F)cc3)nc2c1C#N
#12 O=C(C1=NN[C@@H]2C(=O)N(c3ccccc3C(F)(F)F)C(=O)[C@H]12)C(c1ccccc1)c1ccccc1
#13 CSc1nc(N)c2c(n1)OC(N)=C(C#N)C2c1cccnc1 (stereo not drawn)
#14 NS(=O)(=O)c1ccc(NC(=O)c2cccc(N3C(=O)c4ccccc4C3=O)c2)cc1
#15 Cc1cc(NC(=O)CSc2nc(=O)cc(N)n2-c2ccc(C)c(C)c2)no1
#16 COc1ccc(CNC(=O)COC(=O)CCOc2ccc(C)cc2)cc1
#17 Cc1ccc(/C=C/C(=O)c2ccccc(=O)c2O)c(C)c1
#18 Cc1cc(C)nc(NC(=O)c2c(-c3ccccc3Cl)noc2C)n1
#19 CS(=O)(=O)N(CC(=O)N1CCC(C(N)=O)CC1)c1ccc(Cl)c(C(F)(F)F)c1
#20 COc1ccc(S(=O)(=O)CCC(=O)N2CCN(c3ccc([N+](=O)[O-])cc3)CC2)cc1

Assay by compound,11,12,13,14,15,16,17,18,19,20
ABCB6 inh 2,98,93,102,94,100,101,95,102,98,102
Exocytosis inh,0,-3,-1,-16,0,5,-3,2,-3,1
HTR2A ag,2,1,3,3,0,1,-4,3,-1,4
MC4R antagonist,22,-1,3,3,0,0,2,6,18,-2
aDG glyco act,0.3,0.1,-0.6,-0.2,-0.3,-0.1,-0.6,-0.2,-0.2,0.5
ABHD5-PLIN5 inh,0,-5,1,1,3,-12,21,-2,1,1
Glyco luc inh,4,1,-1,0,3,2,2,3,1,0
MC4R barr agon,0.9,-1.2,-2.2,1.5,-1.2,-3.4,5.5,0.9,-2.9,-2.5
hiPSC survival,-0.6,-0.9,-1.6,1.1,-0.1,0.4,-1.5,1.5,-2.3,0.2
Cardio protect,-5,6,16,-13,0,-4,39,0,-5,-9

#21 CSCc1nc2scc(-c3ccccc3)c2c(=O)[nH]1
#22 CN1CCCC(OC(=O)c2cc(F)c(F)c(F)c2F)C1 (stereo not drawn)
#23 CC(=O)c1ccc(N2CCN(C(=O)c3cc4c(-c5ccccc5F)nn(C)c4s3)CC2)cc1
#24 Cc1cc(NC(=O)c2ccccc2C)no1
#25 Cc1ccccc1-c1cc(-c2ccccc2O)n[nH]1
#26 COc1ccccc1C(=O)NCC(=O)N1CCN(c2ncccn2)CC1
#27 O=C(NNC1=C(C(=O)C(F)(F)F)CCC1)c1ccncc1
#28 O=C(/C=C/c1ccc2c(c1)OCO2)NCc1ccc(F)cc1
#29 COCC(C)N1CCC(n2nccc2NC(=O)c2ccccc2Cl)CC1 (stereo not drawn)
#30 COc1ccc(CNC(=O)CN2C(=O)COc3ccc(S(=O)(=O)N4CCCCC4)cc32)cc1

Assay by compound,21,22,23,24,25,26,27,28,29,30
ABCB6 inh 2,95,102,75,98,94,93,96,104,102,88
Exocytosis inh,2,0,0,-8,4,2,1,-4,-2,1
HTR2A ag,-2,2,-2,5,-3,-4,-4,-2,0,6
MC4R antagonist,-3,4,7,4,0,6,-2,7,-3,2
aDG glyco act,0.1,0.0,0.0,-0.1,0.2,-0.2,-0.5,0.2,0.1,0.0
ABHD5-PLIN5 inh,10,8,10,9,-6,-9,-3,-6,-4,2
Glyco luc inh,4,-1,-3,0,-3,1,4,-1,0,1
MC4R barr agon,-1.3,-0.2,-0.3,2.8,1.6,-3.1,-1.2,-0.6,-1.7,-2.7
hiPSC survival,-2.4,2.2,0.4,-0.4,-3.9,-0.2,2.4,-3.1,0.1,-0.4
Cardio protect,-5,0,-8,-9,-18,3,-4,-5,1,6

#31 CCO[C@@H]1OC(C(=O)NC2CC2)=C[C@H](c2ccc(C(F)(F)F)cc2)[C@H]1CCCO
#32 [O-][N+](=Cc1ccccc1)c1ccc(Cl)cc1
#33 CCOc1cc2c(C#N)c(N3CCOCC3)nc(N)c2c(N)n1
#34 O=C(NC(=S)N1CCCc2ccccc21)c1ccc([N+](=O)[O-])cc1
#35 Nc1nnc(-c2ccccc2Cl)s1
#36 CC(=O)Nc1ccc(NC(=O)Cn2cnc(S(=O)(=O)N3CCOCC3)c2)cc1
#37 O=C(Nc1ccc2oc(-c3cccnc3)nc2c1)c1cccnc1
#38 Cc1csc(NC(=O)C2CC(=O)N(c3ccc(C)c(C)c3)C2)n1 (stereo not drawn)
#39 CC(c1nc2ccccc2c(=O)[nH]1)N1CCOCC1 (stereo not drawn)
#40 Cc1cccc(N2CC(C)Cn3c2nc2c3c(=O)n(CC(=O)OCc3ccccc3)c(=O)n2C)c1 (stereo not drawn)

Assay by compound,31,32,33,34,35,36,37,38,39,40
ABCB6 inh 2,116,100,108,101,92,100,102,100,98,113
Exocytosis inh,-2,3,-1,-1,1,1,0,-10,-2,0
HTR2A ag,14,3,1,-2,-2,2,-2,0,1,1
MC4R antagonist,-1,12,-3,10,10,-3,-5,1,-2,11
aDG glyco act,0.0,-0.2,0.1,-0.4,-0.1,0.3,0.1,-0.2,-0.3,0.1
ABHD5-PLIN5 inh,-4,-16,-11,-5,3,0,-2,-2,1,7
Glyco luc inh,0,-3,-1,-2,0,-1,0,1,3,-1
MC4R barr agon,-1.3,0.6,-3.0,-2.7,-1.2,-1.0,-3.3,-1.8,-3.0,-0.1
hiPSC survival,2.2,-0.3,-1.0,-1.5,3.3,1.9,4.3,0.0,1.1,-2.0
Cardio protect,2,-9,22,-9,11,-4,18,-4,-1,7

Reprinted, compounds 33–40
#33 CCOc1cc2c(C#N)c(N3CCOCC3)nc(N)c2c(N)n1
#34 O=C(NC(=S)N1CCCc2ccccc21)c1ccc([N+](=O)[O-])cc1
#35 Nc1nnc(-c2ccccc2Cl)s1
#36 CC(=O)Nc1ccc(NC(=O)Cn2cnc(S(=O)(=O)N3CCOCC3)c2)cc1
#37 O=C(Nc1ccc2oc(-c3cccnc3)nc2c1)c1cccnc1
#38 Cc1csc(NC(=O)C2CC(=O)N(c3ccc(C)c(C)c3)C2)n1 (stereo not drawn)
#39 CC(c1nc2ccccc2c(=O)[nH]1)N1CCOCC1 (stereo not drawn)
#40 Cc1cccc(N2CC(C)Cn3c2nc2c3c(=O)n(CC(=O)OCc3ccccc3)c(=O)n2C)c1 (stereo not drawn)

Assay by compound,33,34,35,36,37,38,39,40
ABCB6 inh 2,108,101,92,100,102,100,98,113
Exocytosis inh,-1,-1,1,1,0,-10,-2,0
HTR2A ag,1,-2,-2,2,-2,0,1,1
MC4R antagonist,-3,10,10,-3,-5,1,-2,11
aDG glyco act,0.1,-0.4,-0.1,0.3,0.1,-0.2,-0.3,0.1
ABHD5-PLIN5 inh,-11,-5,3,0,-2,-2,1,7
Glyco luc inh,-1,-2,0,-1,0,1,3,-1
MC4R barr agon,-3.0,-2.7,-1.2,-1.0,-3.3,-1.8,-3.0,-0.1
hiPSC survival,-1.0,-1.5,3.3,1.9,4.3,0.0,1.1,-2.0
Cardio protect,22,-9,11,-4,18,-4,-1,7

Remaining list, next part
#41 O=C(CS(=O)(=O)c1ccccc1Cl)N1CCOCC1
#42 O=C(/C=C/c1ccccc1)Nc1cccc(C(=O)NC2CC2)c1
#43 COC(=O)c1sccc1NC(=O)COc1ccc(Cl)cc1
#44 COCCCn1c(=O)c2ccccc2n(CC(=O)NCCC2=CCCCC2)c1=O
#45 C[C@@H]1CCC[C@@]2(O[C@H](CCO)C[C@@H](O)[C@@H]2O)O1
#46 CCOC(=O)c1c(N2C(=O)C3C4C=CC(O4)C3C2=O)sc2c1CCCC2 (stereo not drawn)
#47 CC(CCc1ccccc1)NC(=O)c1ccc(NC(=O)c2ccccc2)cc1 (stereo not drawn)
#48 CC1(C(=O)O)CCCN(C(=O)/C=C/c2ccccc2)C1 (stereo not drawn)
#49 COc1ccc(CCNC(=O)CSc2nnc(-c3cccc(F)c3)o2)cc1OC
#50 CCN(CC)CCN(Cc1cc2cc3c(cc2[nH]c1=O)OCO3)C(=S)NC
#51 CC1(C2CC2)NC(=O)NC1=O (stereo not drawn)

Assay by compound,41,42,43,44,45,46,47,48,49,50,51
ABCB6 inh 2,100,99,87,99,99,97,97,98,102,98,101
Exocytosis inh,5,5,-5,-8,-2,36,-1,5,-2,-1,-3
HTR2A ag,0,-5,-3,4,-3,-6,1,3,4,-4,-1
MC4R antagonist,15,5,0,10,9,16,-5,1,10,-5,0
aDG glyco act,0.0,0.2,-0.2,0.0,0.2,-0.7,-0.1,0.1,0.0,0.8,-0.2
ABHD5-PLIN5 inh,-4,9,-7,1,-1,15,-5,10,-5,-2,-1
Glyco luc inh,/,-1,1,6,2,5,26*,2,6,1,3
MC4R barr agon,-0.7,-1.2,-2.4,-0.8,-0.8,-2.6,0.4,-1.0,-0.3,-0.2,-0.3
hiPSC survival,-0.2,1.3,0.6,0.9,0.5,-1.8,0.7,5.0,-0.9,-0.5,-0.2
Cardio protect,2,-16,-5,-5,1,20,0,2,4,8,-1
